Screens deposited in PubChem BioAssay by several laboratories.
CRFBP-R2 agonist – agonists of human CRF-binding protein/CRF-R2 receptor complex. HEK293 CRF-R2/CRF-BP, calcium dye fluorescence (FLIPR); percent of saturating CRF peptide response. activation, % at 13.2 µM. actives 0.46% (n = 350,000);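 active = activation of at least 50%, plus an integration ratio under a set limit after plate pattern correction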;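 also: plate controls were neutral control wells without compound for no effect and CRF at EC100 for full effect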
M4 PAM – CHRM4 positive allosteric modulation; P08173; CHO-K1 hM4/Gqi5, Fluo-8 calcium fluorescence, ACh EC20; 0% = ACh EC20, 100% = maximal ACh; activation, % at 3 µM; actives 0.4% (n = 360,000);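 active = activation above its plate's cutoff, the mean activation of sample wells plus 3 SD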; also: some results filed as inactive read as strong as hits
M1 PAM parental – M1 PAM counterscreen hit in parental CHO-K1 cells | activation, % at 3 µM | actives 0.02% (n = 360,000) | ATP EC20, Fluo-8 calcium fluorescence; 0% at ATP EC20, 100% at ATP max | AID 602247;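 active = activation above the run cutoff, the mean activation of all test compounds plus 3 SD, cut at about 40% in these data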;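 also: peak over basal fluorescence ratio in a 140 s read after ATP addition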
M5 ag – CHRM5 agonism in calcium assay | actives 0.19% (n = 360,000) | activation, % at 3 µM | CHO-K1 hM5 cells, Fluo-8 calcium fluorescence; 0% DMSO wells, 100% maximal acetylcholine response | P08912;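 active = activation above the run's mean over test compounds plus 3 SD, cut at about 23% in these data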;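 also: signal is peak over basal fluorescence ratio across the kinetic read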
Target sequence (P08912 whole entry, looked up): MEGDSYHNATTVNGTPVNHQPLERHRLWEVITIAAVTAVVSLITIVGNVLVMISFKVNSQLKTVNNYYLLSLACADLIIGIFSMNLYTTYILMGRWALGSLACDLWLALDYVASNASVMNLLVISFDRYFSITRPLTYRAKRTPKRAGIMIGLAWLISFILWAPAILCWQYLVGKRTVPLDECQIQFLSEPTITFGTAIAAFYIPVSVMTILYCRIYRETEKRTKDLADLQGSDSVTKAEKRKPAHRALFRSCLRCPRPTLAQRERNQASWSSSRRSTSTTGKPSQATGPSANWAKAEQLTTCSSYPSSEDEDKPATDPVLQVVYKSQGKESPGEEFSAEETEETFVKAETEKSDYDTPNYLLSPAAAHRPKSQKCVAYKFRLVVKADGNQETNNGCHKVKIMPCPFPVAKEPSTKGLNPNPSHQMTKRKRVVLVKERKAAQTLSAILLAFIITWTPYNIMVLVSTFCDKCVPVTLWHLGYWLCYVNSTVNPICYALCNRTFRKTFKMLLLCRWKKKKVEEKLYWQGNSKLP
TAAR1 antagonist – human TAAR1 antagonism; inhibition, % at 3 µM; CHO RD-HGA16 TAAR1, Fluo-8 calcium fluorescence, antagonist; actives 1.5% (n = 360,000); Q96RJ0;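 active = inhibition above a per-plate cutoff, the mean inhibition of test compounds on that plate plus 3 SD, cut at about 49% in these data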;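 also: 0% = DMSO plus EC80 beta-PEA response and 100% = DMSO alone without agonist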
Target sequence (Q96RJ0 whole entry, looked up): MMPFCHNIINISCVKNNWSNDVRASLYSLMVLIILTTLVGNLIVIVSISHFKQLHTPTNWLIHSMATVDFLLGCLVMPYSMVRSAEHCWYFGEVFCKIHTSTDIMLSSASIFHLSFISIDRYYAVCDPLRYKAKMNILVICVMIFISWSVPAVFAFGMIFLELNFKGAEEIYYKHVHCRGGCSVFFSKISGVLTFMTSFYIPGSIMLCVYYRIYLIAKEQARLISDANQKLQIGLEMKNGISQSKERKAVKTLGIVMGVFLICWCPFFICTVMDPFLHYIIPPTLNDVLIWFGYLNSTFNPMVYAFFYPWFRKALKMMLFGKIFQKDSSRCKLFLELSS
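Test system – hTAAR1-expressing CHO RD-HGA16 cells, Gα16-coupled · Reagent – β-PEA at EC80 concentration, post-compound challenge · Compound dosing – 3 µM, single point · Timing – 140 s kinetic read after compound, 140 s after agonist · Detection – Fluo-8 intracellular calcium dye fluorescence, real-time kinetic reads · Control set – DMSO and EC80 PEA controls · Repeats – n of 1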
TAAR1 ag – agonists of human TAAR1 | Q96RJ0 | CHO RD-HGA16 TAAR1, Fluo-8 calcium fluorescence; vehicle wells 0%, saturating PEA agonist 100% | activation, % at 3 µM | actives 0.99% (n = 360,000) | AID 624467;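 active = activation above the mean activation of all test compounds in the run plus 3 SD, cut at about 38% in these data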
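Test system: RD-HGA16 (CHO) cells co-expressing Gα16 and hTAAR1 | Doses: Single dose, 3 µM | Schedule: 17-24 h seeding, 75 min 37 °C dye, 30 min RT | Evaluation: % activation from peak over basal fluorescence ratio, DMSO-to-PEA scaled | Technique: Kinetic Fluo-8 calcium fluorescence | Benchmarks: Low control DMSO, high control PEA (EC100)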
M5 antag – blocks acetylcholine activation of human M5 receptor; inhibition, % at 3 µM; CHO-hM5 cells, Fluo-8 calcium fluorescence, ACh EC80; actives 0.59% (n = 360,000); P08912;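 active = inhibition above a per-plate cutoff, the mean of that plate's test compounds plus 3 SD, cut at about 27% in these data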;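 also: 0% = acetylcholine EC80 with DMSO and 100% = DMSO without agonist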
CRFBP-R2 block – antagonists of CRF-binding protein/CRF-R2 receptor complex; HEK293 CRF-R2/CRF-BP, CRF-induced calcium fluorescence; inhibition, % at 11.8 µM; actives 0.59% (n = 350,000); AID 588475;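 active = inhibition of the ligand-induced calcium signal above about 50% at the single tested concentration, limit read from the data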
M5 PAM – positive allosteric modulators of human muscarinic M5 receptor; P08912; CHO-K1 hM5, Fluo-8 calcium, ACh EC20 PAM; 0% = ACh EC20, 100% = ACh EC100; activation, % at 3 µM; actives 0.3% (n = 360,000);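 active = activation above the run cutoff, the mean activation of all test compounds plus 3 SD, cut at about 18% in these data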
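Probe or stimulus: acetylcholine, EC20 level; Assay system: human M5 receptor in CHO-K1 cells; Schedule: compound preincubation 140 s before EC20 acetylcholine addition; Technique: intracellular calcium via Fluo-8 fluorescence; Dosing: single-point, 3 µM nominal; Read-out basis: percent activation from peak-over-basal fluorescence ratio, scaled EC20-to-EC100 acetylcholine; Repeats: one well per compound, no replicates.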
* marks the source's active call; other numbers are inactive results; / = no result given. Not all compounds are listed; rates above refer to the full screens.

SMILES	CRFBP-R2 agonist	M4 PAM	M1 PAM parental	M5 ag	TAAR1 antagonist	TAAR1 ag	M5 antag	CRFBP-R2 block	M5 PAM
COc1ccc(CC(C)Nc2cccc(F)c2)cc1 (configuration not stated)	-0.5	-2	6	5	10	3	1	-10	-3
CC1(C)CC(=O)C2=C(C1)NC(=O)C21C(C(=O)OC(C)(C)C)=C(N)Oc2ccc(Br)cc21 (configuration not stated)	9.3	1	15	2	13	12	5	-100	-3
COC(=O)C1=CO[C@@H](C)[C@H]2CN3CC[C@]4(C(=O)Nc5ccccc54)[C@@H]3C[C@H]12	-1.8	7	20	0	-13	4	3	-1	-2
COc1cccc2cc(-c3cc(=O)oc4ccc(OC(=O)N(C)C)cc34)oc12	-0.2	4	0	-5	0	1	8	0	-5
CCN(CC(=O)Nc1ccc(C#N)c(Cl)c1)CC(=O)NC1CCS(=O)(=O)C1 (configuration not stated)	-0.6	5	-18	-4	-13	2	-9	3	4
Cn1c(O)c(C(=Nc2ccc(F)cc2)c2ccccc2)c(=O)n(C)c1=O	1.5	-6	12	0	-8	-1	11	-4	1
O=C1NC(=S)NC(=O)C12C(c1ccc(F)cc1)NC(=S)NC2c1ccc(F)cc1 (configuration not stated)	0.7	1	-3	0	-10	2	-4	9	4
COc1ccc(-n2c(/C=C/c3ccc(O)c(O)c3)nc3ccccc3c2=O)cc1	3.4	-10	-9	1	50*	11	21	-5	-12
CCCCn1nnnc1C(CCSC)N1CCC2(CC1)C(=O)NCN2c1ccccc1 (configuration not stated)	/	-13	16	12	48	11	7	/	-9
O=C1c2ccccc2C2(c3ccc(Cl)cc3)NCCN12 (configuration not stated)	-0.8	0	8	-12	18	-2	0	3	0
S=C(NCCc1ccccc1)N1Cc2cc(Br)ccc2-n2nncc2C1	/	8	-8	-2	-8	1	6	/	-8
CCOS(C)(=O)=O	-0.3	10	11	3	10	1	1	-8	-2
O=C(O)c1cc[c]([Hg][Cl])cc1	0.7	-3	-3	0	/	/	4	9	-10
COc1ccc(-c2cc(C(F)(F)F)n3nc(C(=O)N4CCC5(CC4)OCCO5)cc3n2)cc1OC	0.4	7	10	2	-4	10	3	-32	1
Cc1ccc2cc3cc(C(=O)N4CCC5(CC4)OCCO5)oc3nc2c1	-1.5	-2	-5	-6	12	1	1	2	-6
Clc1cccc(Cl)c1Cl	-1.3	8	-7	1	-5	1	1	6	1
COC(=O)C1=C(c2cc3ccccc3s2)C[C@@H]2CC[C@H]1N2C(=O)NCC1CC1	-0.2	4	-11	-9	-4	2	6	7	-5
COc1ccc(C(c2nnnn2Cc2ccccc2)N2CCC3(CC2)C(=O)NCN3c2ccccc2)cc1 (configuration not stated)	/	-8	3	6	4	3	18	/	1
COC(=O)C1=C(c2c(C)noc2C)C[C@@H]2CC[C@H]1N2C(=O)N1CCC(O)(c2ccc(Cl)cc2)CC1	-0.7	0	15	4	13	6	4	2	3
O=C(NN=Cc1ccc(N(CCCl)CCCl)cc1)c1cccc([N+](=O)[O-])c1	-2.0	0	7	0	11	0	10	-1	5
CC1CN=C(Nc2ccccc2)S1 (configuration not stated)	1.1	0	16	-4	-8	6	-1	-1	0
CCOP(=S)(OCC)SCOC(=O)NCC(=O)OC	-3.4	3	16	-3	1	2	-13	-1	0
O=c1[nH]c(O)c(C=NC2CCN(Cc3ccccc3)CC2)c(=O)[nH]1	1.0	-5	13	-2	0	-2	-3	0	4
CCCC[C@@H](C)C[C@@H](C)C(=O)N(C)[C@@H](CC(C)C)C(=O)N[C@H](C(=O)N(C)[C@H](C(=O)N1C[C@@H](O)C[C@H]1C(=O)N1C(=O)C=C[C@@H]1C)C(C)C)C(C)OC(C)=O (some centres not stated)	-1.8	0	21	-3	/	/	8	-28	-11
COc1ccc2c3c1OC1C(O)C=CC4C(C2)[N+](C)(C)CCC341 (configuration not stated)	0.0	-9	-12	2	-11	2	18	-9	-12
CCOC(=O)C1CCN(/C=C2/C(=O)NC(=O)N(Cc3ccco3)C2=O)CC1	-1.4	-1	6	4	-9	4	0	1	-4
Fc1ccccc1CNCCc1c[nH]c2ccccc12	0.1	2	1	-5	4	6	2	-1	1
CC(=O)OC(C)(C)/C=C/C(=O)[C@](C)(O)[C@H]1[C@H](O)C[C@@]2(C)[C@@H]3CC=C4[C@H](C[C@H](O)C(=O)C4(C)C)[C@]3(C)C(=O)C[C@]12C	1.2	6	22	1	/	/	12	-19	13
Cc1cc(=O)[nH]c(CCl)n1	1.1	7	-9	-3	-3	13	10	28	-8
CC1(O)CCC2C3CCC4=CC(=O)CCC4(C)C34OC4CC21C (configuration not stated)	1.1	-3	2	2	0	2	16	-5	-2

For convenience, part of the list above:
SMILES	CRFBP-R2 agonist	M4 PAM	M1 PAM parental	M5 ag	TAAR1 antagonist	TAAR1 ag	M5 antag	CRFBP-R2 block	M5 PAM
Clc1cccc(Cl)c1Cl	-1.3	8	-7	1	-5	1	1	6	1
COC(=O)C1=C(c2cc3ccccc3s2)C[C@@H]2CC[C@H]1N2C(=O)NCC1CC1	-0.2	4	-11	-9	-4	2	6	7	-5

The results go on.
SMILES	CRFBP-R2 agonist	M4 PAM	M1 PAM parental	M5 ag	TAAR1 antagonist	TAAR1 ag	M5 antag	CRFBP-R2 block	M5 PAM
O=C(COC(=O)Cc1ccccc1)Nc1cc(S(=O)(=O)N2CCOCC2)ccc1N1CCCC1	-2.3	-1	29	-3	-8	3	7	16	-4
c1ccc2c(CNC3CCCCCC3)c[nH]c2c1	11	6	9	1	-7	5	-7	-35	2
N[C@@H]1C[C@H]1c1ccccc1	3.5	-4	20	-1	78*	80*	3	-10	-3
C=CCn1c(O)c(C(CC)=NC(C)c2ccccc2)c(=O)[nH]c1=O (configuration not stated)	0.5	-2	14	2	4	14	-3	-8	3
Nc1c2c(nc3sc4c(c13)CCCC4)CCCC2	-0.9	-4	13	-10	1	2	8	12	-4
COC(=O)C1=C(c2cc3ccccc3s2)C[C@@H]2CC[C@H]1N2C(=O)N1CCOCC1	-3.1	3	-21	-1	7	2	11	6	-3
COC(=O)C1=C(c2cc3ccccc3s2)C[C@@H]2CC[C@H]1N2C	-2.7	9	25	-12	1	13	1	9	-4
CCCC12CN3CN(C1)CC(CCC)(C3)C2O (configuration not stated)	0.2	8	21	-2	8	8	-10	-12	0
CCN1C(=O)CC(=O)N(CC)C1=S	-0.6	6	15	3	-6	8	0	12	-2
COc1cccc2c1N=C1CCCC3CN(C(C)=O)CCC123 (configuration not stated)	0.8	8	17	3	-2	0	3	-4	0
CCCCn1c(O)c(C(CC)=NCCCN(C)C)c(=O)[nH]c1=O	0.1	12	-3	0	-1	4	-3	2	6
CC(=O)OC1N=C(c2ccccc2)c2ccccc2NC1=O (configuration not stated)	0.7	-5	3	3	2	0	2	-3	-1
CCCC(=O)NC(Oc1ccc(C(C)=O)cc1)C(Cl)(Cl)Cl (configuration not stated)	-0.7	-1	17	-1	-1	8	-7	-6	4
CC(C)CN1CCN(Cc2ccc(C(F)(F)F)cc2)CC1CCO (configuration not stated)	0.6	2	10	-6	-12	6	1	29	3
Cn1c(O)c(C=NC2C(=O)C3(C)CCC2C3(C)C)c(=O)n(C)c1=O (configuration not stated)	0.1	13	-1	1	8	7	-4	-4	7

One compound at a time, from the list above.
`COC(=O)C1=C(c2cc3ccccc3s2)C[C@@H]2CC[C@H]1N2C` is listed as CRFBP-R2 agonist = -2.7; M4 PAM = 9; M1 PAM parental = 25; M5 ag = -12; TAAR1 antagonist = 1; TAAR1 ag = 13; M5 antag = 1; CRFBP-R2 block = 9; M5 PAM = -4
`N[C@@H]1C[C@H]1c1ccccc1` is listed as CRFBP-R2 agonist = 3.5; M4 PAM = -4; M1 PAM parental = 20; M5 ag = -1; TAAR1 antagonist = 78*; TAAR1 ag = 80*; M5 antag = 3; CRFBP-R2 block = -10; M5 PAM = -3
`c1ccc2c(CNC3CCCCCC3)c[nH]c2c1` is listed as CRFBP-R2 agonist = 11; M4 PAM = 6; M1 PAM parental = 9; M5 ag = 1; TAAR1 antagonist = -7; TAAR1 ag = 5; M5 antag = -7; CRFBP-R2 block = -35; M5 PAM = 2
